# Wnt act: activators of Wnt/beta-catenin signaling; activation, % at 9.35 µM; hit rate 1.2% among 300,000; Wnt/beta-catenin reporter cell assay, activator, plate reader; in the data active = activation above about 30%, passing the limit was not always enough;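 also: 0% = neutral control wells and 100% = positive control wells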
# The depositor's hits bear a star.
no.	mol	Wnt act
1	Brc1cccc(-c2nc3c4ccccc4ccn3c2CC2CCCCC2)c1	8.8
2	CC1(C(=O)NCc2ccc(C(F)(F)F)cc2)CCN1Cc1ccccc1OC(F)F (configuration not stated)	-1.1
3	CCCCC(=O)N(C)c1c(CC)nc2c(OCCOc3ccc(F)cc3)cccn12	-0.6
4	O=C(c1ccco1)N1CCN(C(=O)c2ccco2)CC1	0.1
5	CCCCCCCCN1C(=O)[C@H](CC(=O)NCCc2ccccc2OC)C[C@@]2(C(=O)OC)CC(C)(C)CC=C12	-10.8
6	COC(=O)c1cc2c(c3c4cc(OC)ccc4n(S(=O)(=O)c4ccc(C)cc4)c13)C(=O)N(Cc1ccccc1)C2	-6.3
7	Cn1c(=O)c2cc(NC(=S)NC3CCCCC3)ccc2n1Cc1cccc(C(F)(F)F)c1	-1.3
8	C#Cc1ccccc1OCCCN1CCC(C(O)(c2ccccc2)c2ccccc2)CC1	-1.8
9	COC(=O)C1=C(C)N(Cc2cccc(C(F)(F)F)c2)C(=NCc2ccc(C(F)(F)F)cc2)NC1c1ccccc1C(F)(F)F (configuration not stated)	-15.7
10	COc1ccccc1-c1cnc(C(O)c2cc(C)ccc2C)[nH]1 (configuration not stated)	-0.7

no.	mol	Wnt act
11	CO[C@@H]1CN(C)C(=O)c2cc(NC(=O)Nc3cc(F)ccc3F)ccc2OC[C@H](C)N(C(=O)c2cnccn2)C[C@@H]1C	0.3
12	CCC(CC)CN1CCC(CN2C(=O)C(=O)NC[C@@H]2CC(C)C)CC1	-1.1
13	Fc1cccc(Cc2c(-c3cccc(Cl)c3)nc3c(Cl)cc(C(F)(F)F)cn23)c1	-0.6
14	COC(=O)C1=C(C)N(C)C(=NCc2ccc3c(c2)OCO3)NC1c1cccc(Cl)c1 (configuration not stated)	3.4
15	CCOC(=O)C1(C)CCCN(C(=O)c2ccc(C#N)cc2)C1 (configuration not stated)	-0.6
16	CN(C)C(=O)Nc1ccc(Cl)c(Cl)c1	0.0
17	CC1=C[C@@H]2[C@H]3C(=O)N(Cc4ccccc4)C(=O)[C@H]3[C@@H]1[C@@H]1O[C@@]3(C(=O)N(C)c4ccccc43)C3=C(CCCC3=O)N21	0.6
18	CN(C)C(=O)C[C@@H]1C=C[C@@H](NC(=O)C2CCC2)[C@@H](CO)O1	-0.4
19	CN(C)CCNC(=O)c1cccc(-c2cnc3c(NC=O)cc(-c4cc(F)c(F)c(F)c4)cn23)c1	-3.2
20	Clc1ccc(-c2cc3nc(NCc4cccc(Cl)c4)ccn3n2)cc1	5.7

no.	mol	Wnt act
21	CCOC(=O)[C@]12CCC=C1N(Cc1ccc3c(c1)OCO3)C(=O)[C@H](CC(=O)N1CCSCC1)C2	-4.5
22	COC(=O)C1=CN(c2ccc(Oc3ccccc3)cc2)C(N)=C(C#N)C1c1ccccc1 (configuration not stated)	-2.0
23	CC1(C(=O)Nc2cnc3ccccc3c2)CCN1Cc1ccc2c(c1)OCCO2 (configuration not stated)	-0.9
24	Cc1ccc(S(=O)(=O)N2[C@H](CC(=O)OCc3ccccc3)OC[C@@H]2C(C)C)cc1	-2.0
25	COc1cc(C(O)c2nc(-c3cccs3)cs2)ccc1F (configuration not stated)	-0.3
26	Cc1cc(C(=O)N2CCC2(C)C(=O)NS(=O)(=O)c2ccc(F)cc2F)nn1C (configuration not stated)	-0.3
27	CSCc1cc(C(=O)NCCN2CCOCC2)c(N)s1	-2.6
28	Oc1ccccc1-c1cnc2cccnn12	2.4
29	C[C@H](c1ccccc1)N1C[C@@H](COCc2ccccc2)Oc2cccc(Oc3ccccc3)c2S1(=O)=O	-3.8
30	Cc1ccc(-c2cnc(C(O)c3ccc(Cl)cc3C)[nH]2)cc1 (configuration not stated)	-4.6

no.	mol	Wnt act
31	CCNc1nc(NCC)nc(Oc2ccc(OCc3ccccc3)nn2)n1	-0.4
32	O=C1[C@@H](c2ccccc2)[C@@H](c2ccccc2)N1c1ccccc1	-1.0
33	CCCS(=O)(=O)NC(=O)C1(C)CCN(C(=O)COc2ccccc2)C1 (configuration not stated)	-11.3
34	COC(=O)c1nc(-c2ccc(C)cc2)[nH]c1C(C)(C)C	-1.3
35	CC1(C(=O)NS(=O)(=O)Cc2cccc(Cl)c2)CCN1C(=O)C/C=C/c1ccccc1 (configuration not stated)	0.6
36	CC(C)(C)NC(=O)C1c2ccccc2OCC(=O)N1C1CC1 (configuration not stated)	-2.9
37	CCCCC[C@H](C)N1C[C@H](COCc2ccccc2)Oc2cc(N3CCC[C@H]3COC)ccc2S1(=O)=O	-2.4
38	NC(c1csc(Nc2nncc3ccccc23)n1)c1ccccc1Cl (configuration not stated)	-2.1
39	O=C(NCc1ccco1)c1cccc(-c2cncc3nccn23)c1	-0.8
40	CCCCN1C(=O)C(CC(=O)NC2CCCCC2)CC(C(=O)N2CCCCCC2)=C1C (configuration not stated)	-1.4

no.	mol	Wnt act
41	CC(C)(C)c1ccc(C(=O)N2CCC2(C)C(=O)Nc2cnc3ccccc3c2)cc1 (configuration not stated)	0.2
42	COc1ccccc1N(C)c1cc2c(c3c1ccn3C)C1CCC2C1 (configuration not stated)	-6.9
43	COCCNC(=O)C1(C)CCCN(C(=O)c2ccco2)C1 (configuration not stated)	-2.7
44	COc1cccc(-c2cccc3c4c([nH]c23)[C@@H]2C[C@H]3[C@@H](C(=O)N2CC4)[C@H](C)ON3C)c1	-7.4
45	Nc1[nH]c(C(=O)c2ccccc2)c(-c2ccc3ccccc3c2)c1C(=O)NCc1ccc(-c2ccccc2)cc1	-3.9
46	CC(C)c1ccc(NC(=O)C2Cc3c(-c4cccc(F)c4)ccnc3O2)cc1 (configuration not stated)	-3.9
47	Cc1c(C(=O)NCc2ccc3c(c2)OCCO3)sc(=O)n1Cc1ccccc1F	-5.4
48	CCCNC(=O)C1(C)CCN(Cc2ccc3ccccc3c2Br)C1 (configuration not stated)	-4.8
49	COC(=O)c1ccc(CN2C(=O)[C@]3(OCCC=C[C@H]3C)c3c(Br)cccc32)cc1	-10.3
50	CCCNC(=O)C1(C)CCCN(C(=O)c2cccc(C#N)c2)C1 (configuration not stated)	-7.2

no.	mol	Wnt act
51	CCc1nc2ccc(C(=O)Nc3ccc(OC)c(OC)c3)cn2c1N(C)Cc1ccc(N(C)C)cc1	-0.9
52	Cc1c(C(=O)NCc2ccccc2C(F)(F)F)sc(=O)n1Cc1ccccc1C#N	-1.6
53	CCCCNC(=O)c1ccc2nc(CC)c(N(CC)CCOC)n2c1	-6.2
54	Cc1nc2ccc(S(=O)(=O)CCC(=O)NCCc3ccccc3)cc2s1	-2.4
55	COC(=O)C1=CN(c2ccc(N3CCOCC3)cc2)C(N)=C(C#N)C1c1cccc(OC)c1OC (configuration not stated)	-1.4
56	COc1cc(OC)c(/C=N/NC(=O)c2ccc(Cn3nc([N+](=O)[O-])cc3C)cc2)c(OC)c1	-1.4
57	OC[C@@H]1CN(Cc2cccs2)C[C@H](n2cnc3c(N4CCOCC4)ncnc32)O1	-1.1
58	CCCNC(=O)C1(C)CCN(C(=O)c2ccc(OC(F)F)cc2)C1 (configuration not stated)	14.3
59	CCCCNC(=O)C1(C)CCN1C(=O)c1ccc(C(F)(F)F)nc1C (configuration not stated)	4.1
60	COC(=O)[C@]12C[C@H](CC(=O)NCCC(C)C)C(=O)N(CCC3=CCCCC3)C1=C[C@H](C(C)(C)C)O[C@@H]2C	-9.6

no.	mol	Wnt act
61	NC(Cc1ccc(Cl)cc1)c1csc(NC(=O)Nc2ccccc2)n1 (configuration not stated)	4.3
62	CCc1nc2ccc(C(=O)N3CCN(C)CC3)cn2c1N(C)CCCc1ccccc1	-2.0
63	O=C(N[C@H](C(=O)N1CCC[C@H]1C(=O)NCCc1ccccc1Cl)c1ccccc1)c1ccc(Cl)c(Cl)c1	-8.4
64	COc1cc(OC)c(NC(=O)C(Sc2nc(C)cc(C)c2C#N)c2ccccc2)cc1Cl (configuration not stated)	-0.7
65	Cc1ccc(S(=O)(=O)N2C[C@H]3[C@H]4C(=O)N(C5CCCCC5)C(=O)[C@H]4CC(=O)[C@H]3[C@@H]2c2ccccc2F)cc1	-1.6
66	COc1ccc(-c2csc(C(O)c3ccc(F)c(F)c3)n2)cc1 (configuration not stated)	0.6
67	COc1cccc(CNc2nc3cc(-c4cccc(C(F)(F)F)c4)sc3c(=O)n2C)c1	-3.2
68	CC1(C(=O)NS(=O)(=O)c2ccccc2)CCN1C(=O)COc1ccc(Cl)cc1 (configuration not stated)	-3.2
69	CNc1ncnc2c1ncn2[C@H]1CN(CCc2ccccc2)C[C@@H](CO)O1	-1.8
70	COc1ccc(C(C)(O)c2nc(-c3ccc(OC)nc3)cs2)cc1 (configuration not stated)	2.4

# Sorted by length of the SMILES (descending): some entries from above
no.	mol	Wnt act
60	COC(=O)[C@]12C[C@H](CC(=O)NCCC(C)C)C(=O)N(CCC3=CCCCC3)C1=C[C@H](C(C)(C)C)O[C@@H]2C	-9.6
6	COC(=O)c1cc2c(c3c4cc(OC)ccc4n(S(=O)(=O)c4ccc(C)cc4)c13)C(=O)N(Cc1ccccc1)C2	-6.3
5	CCCCCCCCN1C(=O)[C@H](CC(=O)NCCc2ccccc2OC)C[C@@]2(C(=O)OC)CC(C)(C)CC=C12	-10.8
19	CN(C)CCNC(=O)c1cccc(-c2cnc3c(NC=O)cc(-c4cc(F)c(F)c(F)c4)cn23)c1	-3.2
35	CC1(C(=O)NS(=O)(=O)Cc2cccc(Cl)c2)CCN1C(=O)C/C=C/c1ccccc1 (configuration not stated)	0.6
57	OC[C@@H]1CN(Cc2cccs2)C[C@H](n2cnc3c(N4CCOCC4)ncnc32)O1	-1.1
26	Cc1cc(C(=O)N2CCC2(C)C(=O)NS(=O)(=O)c2ccc(F)cc2F)nn1C (configuration not stated)	-0.3
32	O=C1[C@@H](c2ccccc2)[C@@H](c2ccccc2)N1c1ccccc1	-1.0
54	Cc1nc2ccc(S(=O)(=O)CCC(=O)NCCc3ccccc3)cc2s1	-2.4
1	Brc1cccc(-c2nc3c4ccccc4ccn3c2CC2CCCCC2)c1	8.8
39	O=C(NCc1ccco1)c1cccc(-c2cncc3nccn23)c1	-0.8
43	COCCNC(=O)C1(C)CCCN(C(=O)c2ccco2)C1 (configuration not stated)	-2.7

# Other records.
no.	mol	Wnt act
71	Nc1ccccc1C(=O)NN=Cc1cccc([N+](=O)[O-])c1	38.8*
72	CCc1nc2ccc(C(=O)Nc3ccc4c(c3)OCC(=O)N4)cn2c1N(CC)CCOC	-3.1
73	CCOC(=O)N[C@H](C(=O)N1CCC[C@H]1C(=O)NCCc1ccccc1Cl)C1CCCCC1	-6.6
74	OC[C@@H]1CN(Cc2ccccc2)C[C@H](n2ccc3c(N4CCCC4)ncnc32)O1	-5.4
75	COC[C@@H](O)[C@H]1OCc2cc(OC)ccc2[C@@H]1/C=C/c1ccccc1	-2.6
76	Brc1ccc2nc(-c3ccc(CN4CCC(c5nc6ccccc6[nH]5)CC4)cc3)c(-c3ccccc3)nc2c1	-22.4
77	CC(C)C[C@H](NC(=O)/C=C/[C@H]1O[C@@H](n2ccc(=O)[nH]c2=O)[C@H](O)[C@@H]1O)C(=O)O	-2.0
78	CCOC(=O)[C@]12CCC=C1N(CCC1=CCCCC1)C(=O)[C@H](CC(=O)NCCC(C)C)C2	-3.0
79	CN(C)CCNc1ncnc2c1ncn2[C@H]1CN(C)C[C@@H](CO)O1	3.4
80	CCCCCCCCN1C(=O)[C@@H](CC(=O)N2CCCCC2)C[C@@]2(C(=O)OC)C1=C[C@H](C1CCCC1)O[C@@H]2C	-3.6

no.	mol	Wnt act
81	CC(=O)Nc1cc(-c2cccc(C(=O)N(C)C)c2)cn2c(-c3ccc(F)cc3)cnc12	-0.9
82	COCOc1ccc(-c2ncc(OC)nc2NC(=O)c2cc(C)oc2C)cc1	3.8
83	NC(c1ccccc1)c1csc(Nc2ccc(C(=O)c3ccccc3)cc2)n1 (configuration not stated)	-1.7
84	Nc1ccn([C@@H]2O[C@H](C(=O)NCC(=O)N3CCOCC3)[C@@H](O)[C@H]2O)c(=O)n1	-1.2
85	COc1ccc(Cn2cc(CN3CC(N(C)C)CS3(=O)=O)nn2)cc1 (configuration not stated)	-0.1
86	COc1cc(NC(=O)C2(C)CCN2C(C)C)cc(OC)c1OC (configuration not stated)	-1.7
87	CC1(C(=O)NS(=O)(=O)Cc2ccccc2C(F)(F)F)CCN1C(=O)Cc1ccccc1 (configuration not stated)	0.5
88	CCOC(=O)C1(C)CCCCCN1C(=O)c1ccc(N(C)C)cc1 (configuration not stated)	-3.8
89	CC1OC(C(C)(C)C)CC2=C1C(=O)OC(C)(C)O2 (configuration not stated)	-2.8
90	CCN(C)C1CN(Cc2cn(Cc3ccc(Cl)cc3)nn2)S(=O)(=O)C1 (configuration not stated)	-1.8

no.	mol	Wnt act
91	CCN(CC)CCSc1nc2ccccc2c(=S)n1-c1ccccc1	-0.7
92	CC(C)Oc1ccc2ccccc2c1CNC[C@H]1O[C@@H](n2ccc(=O)[nH]c2=O)[C@H](O)[C@@H]1O	-1.8
93	CC(=O)C1=CCC(c2ccc(Br)cc2)N(S(=O)(=O)c2ccc(C)cc2)C1 (configuration not stated)	-4.1
94	COC(=O)[C@]12C[C@H](CC(=O)NCC3CCCCC3)C(=O)N(CCC3=CCCCC3)C1=C[C@H](C(C)(C)C)O[C@@H]2C	-14.5
95	CCc1nc2ccc(C(=O)Nc3cccc(OC)c3)cn2c1N(CC)Cc1cccc(Br)c1	-4.7
96	Cc1cc(Br)cn2c(Cc3ccccc3)c(-c3ccc(Cl)cc3)nc12	-1.0
97	COc1ccc(S(=O)(=O)NC(=O)C2(C)CCN2C(=O)COc2ccc(Cl)cc2)cc1OC (configuration not stated)	-2.9
98	CS(=O)(=O)Nc1ccc(-c2ccc3nccn3c2)cc1	-1.3
99	Cc1cc2nc(-c3ccc(Cl)cc3)c(CC3CCCCC3)n2c(C)c1Br	-3.8
100	CCOC(=O)C(=O)N(C)c1c(CC)nc2c(OCc3ccc(OC)cc3)cccn12	-1.3

no.	mol	Wnt act
101	CCOC(=O)[C@]12CCC=C1N(Cc1cccc3ccccc13)C(=O)[C@H](CC(=O)N1CCOCC1)C2	-1.5
102	CC(=O)C[C@@H]1OC2CCCCC2N1S(=O)(=O)c1ccc(C)cc1 (some centres not stated)	-5.9
103	CCc1nc2c(OCC3CCCCC3)cccn2c1N(C=O)Cc1ccc(OC)cc1	-2.8
104	COc1ccc(OC)c(CN(CC(C)C)S(=O)(=O)c2ccccc2Br)c1	-3.5
105	CC(C)(C)c1ccc(S(=O)(=O)NC(=O)C2(C)CCN2C(=O)Cc2cccs2)cc1 (configuration not stated)	-4.6

# High-throughput results from PubChem.

# These rows are one share of the data; rates above refer to the full screens.
